HttQ103 aggreg – inhibitors of mutant huntingtin aggregate formation in PC12 cells; hit rate 1.1% among 220,000; Potency, µM (highest dose often 46.1 µM), for the others: at the top dose activity change, negative = inhibition, most hits filed as inhibitors; PC12 HttQ103-GFP aggregates, Acumen cytometry, 40 h; note: potency is the fitted concentration of half-maximal effect; % is set by controls: 0 for no effect and ±100 for the full control effect; nearly all actives have a fitted effect of over 60% in size
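Read-out: GFP aggregate count by laser scanning cytometer (488 nm excitation, 500-530 nm emission, 1–25 µm objects >6 SD above background). Cells: PC12, inducible HTTex1-Q103-GFP, 100 nM tebufenozide; compounds titrated.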
NPSR antag – blocks cAMP signaling of the human neuropeptide S receptor; Q6W5P4; CHO-NPSR cells, cAMP TR-FRET, antagonist mode; Potency, µM (series often up to 38.3 µM), inactives show at the highest dose activity change, negative = inhibition, actives largely listed as inhibitors; hit rate 1% among 220,000; AID 1461; note: potency is the fitted concentration of half-maximal effect; % is set by controls: 0 for no effect and ±100 for the full control effect; nearly all actives have a fitted effect of over 50% in size; many of its hits are not listed in these tables
Target sequence (Q6W5P4 whole entry, looked up): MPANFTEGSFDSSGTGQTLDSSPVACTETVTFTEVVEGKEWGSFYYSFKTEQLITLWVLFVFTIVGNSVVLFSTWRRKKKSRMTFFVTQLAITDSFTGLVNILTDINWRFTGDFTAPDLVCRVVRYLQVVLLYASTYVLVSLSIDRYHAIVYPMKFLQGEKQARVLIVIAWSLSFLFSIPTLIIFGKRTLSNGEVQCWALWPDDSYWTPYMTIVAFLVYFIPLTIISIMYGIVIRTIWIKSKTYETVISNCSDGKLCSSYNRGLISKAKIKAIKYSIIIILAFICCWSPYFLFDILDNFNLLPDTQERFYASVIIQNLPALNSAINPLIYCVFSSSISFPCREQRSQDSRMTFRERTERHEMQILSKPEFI
Epigenetic reg – regulators of epigenetic silencing causing reporter derepression in mouse cells; hit rate 0.2% among 280,000; AID 1865; Potency, µM (titrated, usually from 53.9 µM), without a hit: at the top dose GFP activation, most hits filed as activators; murine LDR cells, GFP reporter derepression, 30 h; note: potency is the fitted concentration of half-maximal effect; % of control where 0% means no effect; nearly all actives have a fitted effect of over 60% in size
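GFP-positive cell count by laser-scanning cytometry (objects 20–120 um) after 30 h, 37 C compound exposure of murine LDR cells; reporter is CMV-GFP integrated at a silenced locus, inducible by HDAC or DNMT inhibitors.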
KinaseGlo FLuc – counter-screen: inhibitors of Kinase-Glo firefly luciferase. Kinase-Glo luciferase, ATP luminescence, 8 min. Potency, µM (series often up to 38.3 µM), for inactives: at the highest dose activity change, negative = inhibition, actives largely listed as inhibitors. hit rate 0.28% among 200,000. AID 1379; note: potency is the fitted concentration of half-maximal effect; % is set by controls: 0 for no effect and ±100 for the full control effect; nearly all actives have a fitted effect of over 60% in size
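Compounds were added to a substrate mix at pH 7.2 (50 mM imidazole, 10 uM ATP, within the enzyme's linear range), followed by Kinase-Glo detection reagent; luminescence was measured after 8 minutes at ambient temperature.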
LMNA splice mod – modulators of lamin A splicing; HeLa LMNA splicing GFP/RFP minigene ratio, 48 h; Potency, µM (doses to about 46.1 µM), without a hit: top-dose ratio change, negative = inhibition, most hits filed as inhibitors; hit rate 0.01% among 200,000; active = well fitted inhibition curve with a large enough effect in the signal ratio, with a control signal flat, not every such curve was filed as active; inconclusive = small, poorly fitted or top-dose-only effect, or effect the other way, or a change in a side signal; the % refers to the signal ratio; note: potency is the fitted concentration of half-maximal effect; % is set by controls: 0 for no effect and ±100 for the full control effect
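S3 HeLa stable clones carrying a lamin A-EGFP splicing minigene plus DsRed2 were seeded at 600 cells/well in Opti-MEM with 2% FBS, pin-dosed and incubated 48 h at 37°C. Acumen cytometry (488 nm) gave the GFP/RFP total-intensity ratio.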
IMPase Li inh – membrane-permeable IMPase blocker, potentiated with lithium; CHO-M1 cells, IP1 TR-FRET (IP-One), carbachol + lithium; Potency, µM (series often up to 59.4 µM), for inactives: at the top dose activity, negative = IMPase inhibition, usual class: inhibitors; hit rate 0.35% among 210,000;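 note: IP1 builds up when IMPase is blocked and the TR-FRET signal falls; potency is the fitted concentration of half-maximal effect; plate controls were basal vehicle for no effect and high inhibitor control for full effect; nearly all actives have a fitted effect of over 50% in size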
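Lithium-sensitised IP1 accumulation assay; M1-expressing CHO cells treated 30 min at 37C with compound. Competitive antibody detection by time-resolved FRET followed a 10 min room-temperature lysis step.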
CBFb-RUNX1 inh – inhibitors of human CBF-beta and RUNX1 interaction. Q01196+Q13951. AlphaScreen CBFb-His/RUNX1-biotin binding, biochemical. Potency, µM (series often up to 59.8 µM), inactives show at the highest dose activity, negative = inhibition, usual class: inhibitors. 230,000 tested, under 10 active; note: % of control where 0% means no effect
Target sequence (Q01196 whole entry, looked up): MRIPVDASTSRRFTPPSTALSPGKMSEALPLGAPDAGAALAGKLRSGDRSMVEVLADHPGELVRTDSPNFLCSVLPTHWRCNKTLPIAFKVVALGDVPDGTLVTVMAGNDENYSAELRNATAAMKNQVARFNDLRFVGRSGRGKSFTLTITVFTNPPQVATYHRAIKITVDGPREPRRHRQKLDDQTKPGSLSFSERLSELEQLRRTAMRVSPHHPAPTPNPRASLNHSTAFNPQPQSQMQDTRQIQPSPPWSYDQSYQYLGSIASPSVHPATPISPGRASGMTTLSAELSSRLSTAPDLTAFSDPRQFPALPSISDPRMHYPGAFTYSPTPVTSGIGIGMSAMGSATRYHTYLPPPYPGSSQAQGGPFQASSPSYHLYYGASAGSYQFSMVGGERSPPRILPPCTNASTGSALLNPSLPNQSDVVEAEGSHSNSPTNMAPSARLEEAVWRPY
Target sequence (Q13951 whole entry, looked up): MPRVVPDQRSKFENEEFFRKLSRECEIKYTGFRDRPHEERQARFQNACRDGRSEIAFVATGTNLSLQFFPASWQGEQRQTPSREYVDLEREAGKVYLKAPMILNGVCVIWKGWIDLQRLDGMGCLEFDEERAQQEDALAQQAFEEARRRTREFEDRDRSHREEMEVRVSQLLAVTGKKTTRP
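Proteins preincubated together for 20 min at RT before compound addition; 15 min later, nickel and streptavidin beads were added and left 90 min prior to AlphaScreen measurement.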
Active calls of the source: *; & = joins results of further samples; [ ] = dose if it differs, or a comment. Unless noted, calls come from the whole dose curve; as a rule, active = well fitted curve in the direction sought with a large enough effect; inconclusive = small, poorly fitted or top-dose-only effect, or another doubt; inactive = no such curve, though single readings can be large; an effect the other way counts as inactive or inconclusive.

For c1ccc(-c2ccccc2OCCOCCN2CCNCC2)cc1 the results were NPSR antag 5%, Epigenetic reg -1.1%, KinaseGlo FLuc -2%, IMPase Li inh 7% and CBFb-RUNX1 inh 2%.
For CC(C)OP(=O)(c1ccc(N(C)C)cc1)C(O)c1ccccc1 (configuration not stated) the results were HttQ103 aggreg -7%, NPSR antag -4%[46.1 µM], Epigenetic reg 0.0%, KinaseGlo FLuc -3%, LMNA splice mod 5%, IMPase Li inh 30%[38.3 µM] and CBFb-RUNX1 inh 5%.
Screening CC(C)Oc1ccc(OCCn2c(=S)[nH]c3c(N)ncnc32)cc1 returned HttQ103 aggreg -3%, NPSR antag -17%, Epigenetic reg 3.6%, KinaseGlo FLuc 9%, IMPase Li inh -2% and CBFb-RUNX1 inh -9%.
Screening Cc1ccc(OCCOc2ccc(Br)cc2/C=N\NC(N)=O)cc1 returned HttQ103 aggreg 1%[9.22 µM], NPSR antag -27%, Epigenetic reg 3.8%, KinaseGlo FLuc 2%, LMNA splice mod 17%[46 µM], IMPase Li inh 19% and CBFb-RUNX1 inh -5%.
`COc1ccc(-c2nnc(SCC(=O)c3ccco3)n2-c2ccccc2)cc1` gave HttQ103 aggreg 12%, NPSR antag -11%[46.1 µM], Epigenetic reg -1.0%, KinaseGlo FLuc -7%, LMNA splice mod -2%, IMPase Li inh -20%[38.3 µM] and CBFb-RUNX1 inh 0%.
Screening OC(COc1ccc2c(c1)OCO2)CN1CCN(c2ccc(F)cc2)CC1 (configuration not stated) returned HttQ103 aggreg -9%, NPSR antag -2%, Epigenetic reg -0.6%, KinaseGlo FLuc 1%, LMNA splice mod inconclusive, IMPase Li inh 12% and CBFb-RUNX1 inh -11%.
`O=C(CCSc1ccccc1)NCCSCc1ccccc1` gave HttQ103 aggreg 26%, NPSR antag 9%, Epigenetic reg -1.1%, KinaseGlo FLuc -1%, LMNA splice mod -16%, IMPase Li inh -7% and CBFb-RUNX1 inh -7%.
COc1ccc(NC(=O)CN2CCN(CC(=O)Nc3ccc4c(c3)OCO4)CC2)cc1 was read as HttQ103 aggreg -2%, NPSR antag -6%[46.1 µM], Epigenetic reg -1.1%, KinaseGlo FLuc -1%, LMNA splice mod -15%, IMPase Li inh 25%[38.3 µM] and CBFb-RUNX1 inh 9%.
For C/C(=N/NC(=O)c1ccoc1C)c1ccc(N2CCOCC2)cc1 the results were HttQ103 aggreg 7%, NPSR antag 4%, Epigenetic reg 0.0%, KinaseGlo FLuc -11%, LMNA splice mod 7%, IMPase Li inh 0% and CBFb-RUNX1 inh -12%.
For CCOC(=O)C(C)Sc1ncc(-c2ccccc2)cn1 (configuration not stated) the results were HttQ103 aggreg -5%, NPSR antag -21%, Epigenetic reg -0.4%, KinaseGlo FLuc -3%, LMNA splice mod 13%[46 µM], IMPase Li inh -5% and CBFb-RUNX1 inh -2%.
Screening CO[C@@H](CCOCc1ccccc1)C[C@H]1O[C@H](C(=O)OC(C)C)C=C[C@@H]1C returned Epigenetic reg 0.8%, KinaseGlo FLuc -3%, IMPase Li inh 14% and CBFb-RUNX1 inh 5%.
For COc1ccc(NC(=O)C(CC(C)C)NC(=O)C2CCCCC2)c(OC)c1 (configuration not stated) the results were HttQ103 aggreg 6%, NPSR antag -16%, Epigenetic reg -0.3%&2.5%, KinaseGlo FLuc -2%, IMPase Li inh 7% and CBFb-RUNX1 inh 4%.
O=C(N1CCN(Cc2ccccc2)CC1)C12CC3CC(CC(C3)C1)C2 was read as HttQ103 aggreg inconclusive, NPSR antag -20%[46.1 µM], Epigenetic reg -2.2%, KinaseGlo FLuc 0%, LMNA splice mod -24%, IMPase Li inh 6% and CBFb-RUNX1 inh -2%.
CCOC(=O)COc1cccc2c(=O)n(CC(=O)NCCc3ccccc3)ccc12 was read as HttQ103 aggreg 0%, NPSR antag 4%, Epigenetic reg -2.3%, KinaseGlo FLuc 4%, LMNA splice mod inconclusive, IMPase Li inh 1% and CBFb-RUNX1 inh 5%[2.36 µM].
For CCCCNC(=O)c1ccccc1NC(=O)CN(c1ccccc1)S(=O)(=O)N(C)C the results were HttQ103 aggreg 7%, NPSR antag -4%, Epigenetic reg 0.1%&-1.2%, KinaseGlo FLuc 10%, LMNA splice mod 6%, IMPase Li inh 4% and CBFb-RUNX1 inh -2%.
`CC1CCCCN1S(=O)(=O)c1ccc2c(c1)CCN2C(=O)CCC(=O)O` (configuration not stated) gave HttQ103 aggreg -5%, NPSR antag 4%[46.1 µM], Epigenetic reg -0.9%, KinaseGlo FLuc 0%, LMNA splice mod 5%[0.0737 µM], IMPase Li inh 3%[38.3 µM] and CBFb-RUNX1 inh 5%.
CCN(CC)CCNC(=O)c1c(O)c2cc(OC)c(OC)cc2[nH]c1=O was read as HttQ103 aggreg 13%, NPSR antag -1%, Epigenetic reg -0.1%, KinaseGlo FLuc 2%, LMNA splice mod -10%, IMPase Li inh 2% and CBFb-RUNX1 inh 1%.
CCOc1ccc(N2C(=O)CC(NCCNc3ccc(C(=O)c4cccs4)cc3)C2=O)cc1 (configuration not stated) was read as HttQ103 aggreg 14%, NPSR antag -15%, Epigenetic reg -0.3%, KinaseGlo FLuc 0%, LMNA splice mod inconclusive, IMPase Li inh 1% and CBFb-RUNX1 inh -15%.
For O=C(NCc1ccco1)/C(=C\c1ccco1)NC(=O)c1ccc(Br)o1 the results were HttQ103 aggreg inconclusive, NPSR antag 0%, Epigenetic reg 0.0%, KinaseGlo FLuc -1%, LMNA splice mod -17%, IMPase Li inh -8% and CBFb-RUNX1 inh inconclusive.
Screening Nc1nc(CSc2n[nH]c(-c3ccccc3)n2)nc(Nc2ccccc2)n1 returned HttQ103 aggreg -14%, NPSR antag -2%[46.1 µM], Epigenetic reg 0.0%, KinaseGlo FLuc 1%, LMNA splice mod -10%, IMPase Li inh 15%[38.3 µM] and CBFb-RUNX1 inh 2%.
Screening O=C(Cc1nc2ccccc2[nH]1)NCc1ccco1 returned HttQ103 aggreg -3%, NPSR antag -7%[46.1 µM], Epigenetic reg -1.3%, KinaseGlo FLuc -3%, LMNA splice mod 7%, IMPase Li inh -2%[38.3 µM] and CBFb-RUNX1 inh -8%.
For Cc1[nH]n(-c2ccccc2)c(=O)c1N=Nc1cccc(S(=O)(=O)N2CCOCC2)c1 the results were HttQ103 aggreg inconclusive, NPSR antag -7%[46.1 µM], Epigenetic reg 1.8%, LMNA splice mod -5% and CBFb-RUNX1 inh -5%.
CCOC(=O)c1cnc2ccc(C(=O)OC)cc2c1Nc1cccc(C(=O)O)c1 was read as HttQ103 aggreg -12%, NPSR antag 0%, Epigenetic reg -3.8%, KinaseGlo FLuc -1%, IMPase Li inh 9% and CBFb-RUNX1 inh 5%.
COC(=O)c1cccc(Nc2cc(C)nc(-c3ccccc3O)n2)c1 was read as HttQ103 aggreg -17%, NPSR antag inconclusive, Epigenetic reg -3.5%, KinaseGlo FLuc 0%, LMNA splice mod -5%, IMPase Li inh 22% and CBFb-RUNX1 inh 24%.
Screening COc1ccc(-c2nnc(SCC(=O)N3CCc4ccccc4C3)o2)cc1 returned HttQ103 aggreg -24%, NPSR antag inconclusive, Epigenetic reg 0.0%, KinaseGlo FLuc 2%, LMNA splice mod -6%, IMPase Li inh 15%[38.3 µM] and CBFb-RUNX1 inh 6%.
Screening Cc1ccc(S(=O)(=O)N2CCCCC2)cc1NC(=O)Cn1ccsc1=N returned HttQ103 aggreg 7%, NPSR antag -5%, Epigenetic reg -4.8%, KinaseGlo FLuc -1%, LMNA splice mod -20%[46 µM], IMPase Li inh 9% and CBFb-RUNX1 inh 1%.
Cc1cccc(C(=O)N2CCc3cc(-c4nc(NC(=O)Cn5nnc6ccccc6c5=O)sc4C)ccc32)c1 was read as HttQ103 aggreg 3%, NPSR antag 3%, Epigenetic reg -1.1%, KinaseGlo FLuc -2%, LMNA splice mod inconclusive, IMPase Li inh 6% and CBFb-RUNX1 inh 4%.
`CSc1nc2c(c(C(F)(F)F)n1)CC(C)CC2` (configuration not stated) gave HttQ103 aggreg -11%, NPSR antag -7%[46.1 µM], Epigenetic reg 1.9%, KinaseGlo FLuc -1%, LMNA splice mod 7%, IMPase Li inh 5%[38.3 µM] and CBFb-RUNX1 inh -4%.
`C=CC[n+]1c(C)csc1Nc1cccc(Br)c1` gave HttQ103 aggreg 8%, NPSR antag -43%, Epigenetic reg -0.1%, KinaseGlo FLuc 0%, LMNA splice mod 8%[46 µM], IMPase Li inh 14% and CBFb-RUNX1 inh -18%.
`COc1ccccc1NC(=O)NCc1ccc2c(c1)OCO2` gave HttQ103 aggreg -6%, NPSR antag -9%[46.1 µM], Epigenetic reg -7.2%, KinaseGlo FLuc 1%, LMNA splice mod -11%, IMPase Li inh 6% and CBFb-RUNX1 inh 2%.
Screening CN(C)S(=O)(=O)c1ccc(Cl)c(C(=O)Nc2nc3ccccc3[nH]2)c1 returned HttQ103 aggreg -14%, NPSR antag 1%, Epigenetic reg -2.5%, KinaseGlo FLuc 1%, LMNA splice mod -8%[46 µM], IMPase Li inh 2% and CBFb-RUNX1 inh 5%.
Screening Cc1ccc(NC(=O)CNC(=O)OCc2ccccc2)cc1C returned HttQ103 aggreg 3%[9.22 µM], NPSR antag 2%, Epigenetic reg -1.9%, KinaseGlo FLuc -2%, LMNA splice mod inconclusive, IMPase Li inh 10% and CBFb-RUNX1 inh 7%.
`Cc1nn(C)c(C)c1NS(=O)(=O)c1ccc(N2CCCC2=O)cc1` gave HttQ103 aggreg 19%[9.22 µM], NPSR antag -5%, Epigenetic reg 1.1%, KinaseGlo FLuc -2%, LMNA splice mod 6%[46 µM], IMPase Li inh 6% and CBFb-RUNX1 inh 8%.
`CCN(CC(=O)NC1CCS(=O)(=O)C1)S(=O)(=O)c1cccc(C(C)=O)c1` (configuration not stated) gave HttQ103 aggreg 16%, NPSR antag 14%, Epigenetic reg 3.6%, KinaseGlo FLuc -4%, LMNA splice mod inconclusive, IMPase Li inh -5% and CBFb-RUNX1 inh 12%.
CC(C)C[C@@H](CC(=O)N[C@H](CC(=O)N[C@@H]1CCCC[C@H]1C(=O)N[C@H](CC(=O)N[C@@H](CCC(=O)O)CC(=O)O)CC(C)C)C(C)C)NC(=O)[C@@H]1CNCC[C@H]1N was read as Epigenetic reg -1.1%, KinaseGlo FLuc 2%, IMPase Li inh 11% and CBFb-RUNX1 inh 1%.

A portion of the library (hit frequency here may not be typical).
